MBNL1 CUG block: blocks human MBNL1 binding to CUG repeat RNA; Potency, µM (top dose mostly 57.5 µM), for the others: top-dose activity change, negative = inhibition, most hits filed as inhibitors; 280,000 tested, 0.036% active; Q9NR56; TR-FRET MBNL1-His/biotin-(CUG)12 binding, 665/545 ratio; active means well fitted inhibition curve with a large enough effect in the signal ratio, with a control signal flat, not every such curve was filed as active; inconclusive means small, poorly fitted or top-dose-only effect, or effect the other way, or a change in a side signal; inactive means no such curve, though single readings can be large or run the other way; the % refers to the signal ratio; further: potency means the concentration at half of the fitted maximal effect; on the % scale 0 is the no-effect control and ±100 the full control effect
Target sequence (Q9NR56 whole entry, looked up): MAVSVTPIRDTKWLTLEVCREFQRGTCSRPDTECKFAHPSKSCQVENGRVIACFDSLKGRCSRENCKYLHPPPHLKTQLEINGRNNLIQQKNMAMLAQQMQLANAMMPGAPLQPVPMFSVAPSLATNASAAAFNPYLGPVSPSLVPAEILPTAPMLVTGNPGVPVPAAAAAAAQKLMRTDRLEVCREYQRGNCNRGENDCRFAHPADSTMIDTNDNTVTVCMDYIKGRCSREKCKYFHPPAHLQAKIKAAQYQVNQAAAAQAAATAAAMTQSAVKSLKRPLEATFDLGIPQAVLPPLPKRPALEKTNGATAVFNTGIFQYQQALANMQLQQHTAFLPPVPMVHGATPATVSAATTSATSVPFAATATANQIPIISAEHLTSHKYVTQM
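Compound titration spanned 92 nM–58 uM against the MBNL1-His/biotin-(CUG)12 complex. After 60 min at room temperature with 5 nM streptavidin-XL665 and 0.055 ng/ul terbium anti-His, ratiometric 665/545 nm emission (Ex 340 nm) normalized to controls.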
Chronic BCR inh: chronic active BCR signaling inhibition. 340,000 tested, 0.05% active. Potency, µM (top dose mostly 46.1 µM), without a hit: top-dose ratio change, negative = lower green/red ratio, usual class: inhibitors. AID 493014. ABC-DLBCL IkBa-CBG/CBR reporter, luminescence ratio, 4 h; active means well fitted inhibition curve with a large enough effect in the signal ratio, with a control signal flat, not every such curve was filed as active; inconclusive means small, poorly fitted or top-dose-only effect, or effect the other way, or a change in a side signal; the % refers to the signal ratio;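 further: potency means the concentration at half of the fitted maximal effect; plate controls were basal doxycycline-induced cells for no effect and cells given 10 µM MG132 for full effect; MG132 reads +100%, hits lower the ratio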
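TMD8 ABC-DLBCL cells carrying doxycycline-inducible green luciferase fused to IkappaBalpha plus unfused red luciferase were exposed to compounds (up to 46 uM) for 4 hrs at 37C. Activity came from the overlap-corrected green/red luminescence ratio.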
USP2a inh: inhibitors of human ubiquitin-specific protease USP2a. O75604. USP2 core, Ub-CHOP2 coupled fluorogenic reporter, 485/531. Potency, µM (series often up to 38.3 µM), for inactives: at the top dose activity change, negative = inhibition, hits mostly inhibitors. 330,000 tested, 0.01% active. AID 463254;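 further: potency means the concentration at half of the fitted maximal effect; plate controls were DMSO wells for no effect and full inhibition by NEM control for full effect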
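USP2 core (10nM final) preincubated 30min RT with compound in 20mM Tris-HCl pH 8.0, 2mM CaCl2, 2mM beta-mercaptoethanol, 0.05% CHAPS; 25nM Ub-CHOP2 plus 25nM reporter substrate added, fluorescence (Ex485/Em531) read after 60min.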
PKM2 act: increases activity of human pyruvate kinase M2; P14618; purified PKM2, Kinase-Glo ATP luminescence, activation; response scale: 0% is enzyme alone, no compound; Potency, µM (top dose mostly 57.5 µM), without a hit: at the highest dose activation, hits mostly activators; 260,000 tested, 0.34% active; AID 1631; further: potency means the concentration at half of the fitted maximal effect; on the % scale 0 is the no-effect control and ±100 the full control effect; nearly all actives have a fitted effect of over 55% in size
Target sequence (P14618 whole entry, looked up): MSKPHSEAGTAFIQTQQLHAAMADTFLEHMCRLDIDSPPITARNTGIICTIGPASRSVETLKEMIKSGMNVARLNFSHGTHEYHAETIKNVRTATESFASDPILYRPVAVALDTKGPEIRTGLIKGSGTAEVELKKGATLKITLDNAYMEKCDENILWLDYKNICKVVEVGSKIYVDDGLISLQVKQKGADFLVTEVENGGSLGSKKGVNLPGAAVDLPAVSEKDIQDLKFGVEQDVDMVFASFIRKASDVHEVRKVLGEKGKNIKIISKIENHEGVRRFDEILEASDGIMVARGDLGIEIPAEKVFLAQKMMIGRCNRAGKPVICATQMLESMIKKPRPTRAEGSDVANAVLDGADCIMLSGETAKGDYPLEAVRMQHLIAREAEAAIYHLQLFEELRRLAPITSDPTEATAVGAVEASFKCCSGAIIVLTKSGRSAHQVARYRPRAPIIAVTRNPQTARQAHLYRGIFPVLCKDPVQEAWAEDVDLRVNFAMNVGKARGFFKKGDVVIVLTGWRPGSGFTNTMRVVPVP
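ATP formation by purified human PK-M2, quantified via coupled luciferase luminescence after 1 h at room temperature with 0.1 mM ADP and 0.5 mM PEP final.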
Mito fusion yeast: inhibitors of mitochondrial division or activators of mitochondrial fusion; Potency, µM (titrated, usually from 46.1 µM), without a hit: at the highest dose growth rescue (activation), actives largely listed as activators; 320,000 tested, 0.23% active; S. cerevisiae fusion-defective mutant growth rescue, CellTiterGlo 48 h; AID 485298;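 further: potency means the concentration at half of the fitted maximal effect; % of control where 0% means no effect; nearly all actives have a fitted effect of over 45% in size; temperature-sensitive fusion mutants such as fzo1-1 at 37 °C on non-fermentable ethanol glycerol medium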
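S. cerevisiae fusion-defective temperature-sensitive mutants (e.g. fzo1-1, mgm1-5) grown 48 h at 37C in YPEG (ethanol/glycerol non-fermentable) medium with 23 nl compound per well; growth rescue read as CellTiterGlo luminescence.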
KCNH2 WT inh: inhibitors of human wildtype KCNH2 potassium channel; Q12809; U2OS, BacMam KCNH2, thallium flux FluxOr; stronger effect = lower value; activity change, % at 1.84 µM; 340,000 tested, 0.37% active; AID 720551;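 active means maximum activity change below -70%; inconclusive means maximum activity change between -70% and -50%; inactive means maximum activity change above -50%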; further: on the % scale 0 is the no-effect control and ±100 the full control effect
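U2OS cells were transduced with wild-type KCNH2 virus (2.03 x 10^8 / mL) for 4 h at room temperature, then cultured overnight at 37 C. Thallium flux was read with FluxOr dye. Rate constants were normalized to DMSO controls.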
Eya2 inh: inhibitors of human Eya2 phosphatase activity. O00167. recombinant Eya2, OMFP fluorescence dephosphorylation (OMFP is methylfluorescein phosphate). Potency, µM (top dose mostly 76.9 µM), without a hit: top-dose activity, negative = inhibition, hits mostly inhibitors. 330,000 tested, 0.006% active; further: potency means the concentration at half of the fitted maximal effect; on the % scale 0 is the no-effect control and ±100 the full control effect
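Eya2 protein (added as 0.2 uM solution) was preincubated with compound for 10 min at ambient temperature in 50 mM HEPES pH 7.5, 50 mM NaCl, 5 uM MgCl2, 0.05% BSA, 1 mM DTT. OMFP (added at 50 uM) then reacted 10 min; fluorescence read at 485/525 nm.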
Menin-MLL TR inh: displaces Texas Red mutant MLL peptide from human menin; 270,000 tested, 0.23% active; Menin + Texas Red MLL mutant peptide, fluorescence polarization; O00255; Potency, µM (titrated, usually from 61.6 µM), inactives show at the highest dose FP activity change, negative = inhibition, most hits filed as inhibitors; AID 1768; active means well fitted inhibition curve with a large enough effect in the polarisation, with a control signal flat, not every such curve was filed as active; inconclusive means small, poorly fitted or top-dose-only effect, or effect the other way, or a change in a side signal; inactive means no such curve, though single readings can be large or run the other way; the % refers to the polarisation; further: potency means the concentration at half of the fitted maximal effect; % of control where 0% means no effect; many of its hits are not listed in these tables
S-ASM inh: blocks human secretory acid sphingomyelinase | P17405 | placental ASM, HMU-PC fluorogenic substrate, 60 min | Potency, µM (titrated, usually from 57.5 µM), for the others: top-dose activity change, negative = inhibition, hits mostly inhibitors | 340,000 tested, 0.006% active | AID 504937; further: potency means the concentration at half of the fitted maximal effect
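HMU-PC0 cleavage (9 uM final) by human placental ASM, 60 min at 37 °C following 10 min compound exposure at RT; stopped at pH 10, fluorescence Ex 386/Em 447 nm.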
GALK inhibitor: blocks human galactokinase activity. 270,000 tested, 0.007% active. Potency, µM (top dose mostly 57.5 µM), inactives show at the highest dose activity change, negative = inhibition, most hits filed as inhibitors. P51570. Purified GALK, Kinase-Glo residual ATP luminescence. AID 1868; further: potency means the concentration at half of the fitted maximal effect; on the % scale 0 is the no-effect control and ±100 the full control effect
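Quantitative HTS: GALK 5 nM, ATP 35 uM, galactose 100 uM, 1 h room temperature, then luciferase-based ATP detection.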
TSHR antag: antagonists of human thyroid stimulating hormone receptor | P16473 | TSHR-expressing cells, TSH-stimulated cAMP HTRF, 2 h; stronger effect = lower value | activity change, negative = inhibition, % at 11.5 µM | 330,000 tested, 0.2% active;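 active means activity change below a set negative limit, meaning inhibition stronger than a set level, cut at about -70% in these data; inconclusive means activity change between two set negative limits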; further: on the % scale 0 is the no-effect control and ±100 the full control effect
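Antagonism was scored as loss of TSH-driven cAMP in TSHR cells, stimulated with 4nM TSH (EC80) for 2 hours at 37 deg C and detected by homogeneous HTRF competition immunoassay.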
The depositor's hits bear a star; ? = inconclusive; nt = not tested or not shown; & = joins results of further samples; [ ] = remark or other dose. Unless noted, the call rests on the fitted dose curve; in most records, active means well fitted curve in the direction sought with a large enough effect; inconclusive means small, poorly fitted or top-dose-only effect, or another doubt; inactive means no such curve, though single readings can be large; an effect the other way counts as inactive or inconclusive. A portion of the library; the hit share may differ from the screen's.

smiles | MBNL1 CUG block | Chronic BCR inh | USP2a inh | PKM2 act | Mito fusion yeast | KCNH2 WT inh | Eya2 inh | Menin-MLL TR inh | S-ASM inh | GALK inhibitor | TSHR antag
CSc1nc(O)c(/C=C2\C=Nc3ccccc32)[nH]1 | ? | ? | 2% | 0% | 8% | 1 | 0% | ? | -1% | 3% | -19
COCc1cc(CN2CCN(CCc3ccccc3)C(CCO)C2)ccc1OC (stereo not drawn) | -8% | 1% | 1% | 3% | -5% | 18 | ? | 9% | 5% | -5% | 2
O=C(O)CC(CC(=O)Nc1ccccc1C(=O)O)c1ccccc1 (stereo not drawn) | -1% | -3% | 1% | -1% | -1% | -2 | 8% | nt | 6% | -1% | 10
Cc1ccc(NC(=O)NCc2ccccn2)cc1 | -13% | ? | -7% | 1% | -7% | -8 | 1% | -3% | 5% | 2% | 4
C[C@H](NC(=O)c1ccco1)C(=O)Nc1ccc(C#N)cc1 | 2% | 0% | 0% | nt | 1% | -22 | 5% | nt | -1% | -1% | -4
O=S(=O)(CCSc1ccc(C(F)(F)F)cn1)c1ccccc1 | -4% | 10% | -1% | 6% | -7% | 2 | -14% | nt | 0% | nt | -10
O=C(CSc1ccccn1)Nc1ccc2c(c1)OCCO2 | -12% | -21% | 0% | -2% | 2% | 0 | 2% | nt | 11% | nt | 13
O=C(CSc1ccc(Cl)cc1)NC(=O)NCc1ccco1 | -11% | -3% | 1% | -3% | -2% | -15 | -1% | 21% | -4% | -2% | -5
O=C(O)/C=C/c1cnc[nH]1 | -26% | 9% | -1% | -2% | ? | -4 | 0%&1% | 17%&-5% | -5% | -1% | -19&26
COc1ccc(-c2nc(C#N)c(N3CCN(C(=O)c4ccco4)CC3)o2)cc1OC | 1% | -4% | 1% | nt | 2% | -12 | 0% | nt | 1% | -6% | 3
Cc1cccnc1Nc1nc(-c2ccc(O)cc2O)cs1 | 8% | -11% | 4% | -24% | 7% | 1 | -11% | ? | -10% | -7% | 15
Cc1ccc(C(=O)c2sc3nsc(C)c3c2N)cc1 | ? | ? | 0% | -16% | 6% | -1 | -22% | 1% | -20% | 1% | -17
Cc1cc(=O)oc2cc(OCC(=O)NC3CCCCC3)ccc12 | 1% | ? | 0% | nt | 3% | -1 | -9% | nt | 11% | -2% | 3
CN1CCN(c2ccc(S(=O)(=O)N3CCCCC3)cc2NC(=O)Cc2ccc(Cl)cc2)CC1 | -10% | 15% | 4% | 0% | 0% | 13 | 4% | ? | 7% | 0% | -17
Cc1ccsc1/C=N/NC(=O)c1nnn(-c2nonc2N)c1-c1ccc2c(c1)OCO2 | ? | ? | -1% | nt | -1% | -4 | 1% | nt | -8% | 6% | 3
Cc1ccc(C(=O)NCCSc2c(C)[nH]c3ccccc23)cc1[N+](=O)[O-] | 44% | ? | -2% | 14% | 21% | -19 | -3% | ? | -13% | nt | -4
CSc1ccccc1NC(=O)c1cnccn1 | -4% | 4% | 3% | 3% | -2% | -9 | 1% | 23% | 2% | 0% | 0
Cc1cc(NC(=O)CSCC(=O)Nc2cccc(S(=O)(=O)N3CCCCCC3)c2)no1 | nt | -8% | 3% | nt | 9% | 5 | 25% | nt | 5% | nt | -8
O=C(CSc1nnc(-c2ccncc2)n1Cc1ccco1)Nc1nccs1 | -3% | 0% | 2% | -5% | -2% | -12 | 2% | 22% | 4% | -5% | -11
CN(C)c1ccc(-c2c(-c3ccc4c(c3)OCO4)noc2-c2ccsc2)cn1 | 9% | 24% | 0% | -1% | 1% | nt | 3% | 12% | -1% | nt | 27
Cc1ccccc1OCC(=O)N/N=C/c1sc(=O)n(Cc2cccc(C(=O)O)c2)c1Cl | ? | ? | 0% | 0% | 0% | -18 | -10% | nt | -6% | -2% | -9
COC(=O)c1sc2nc(SCC(=O)N(C)c3ccccc3)n(N)c(=O)c2c1C | 6% | ? | 1% | -9% | 9% | nt | 8% | -10% | 3% | -1% | -4
Nn1c(Nc2ccccc2)nc2sc3c(c2c1=O)CCC3 | 18% | ? | -3% | -2% | 19% | -11 | -31% | 36%[activator] | -18% | 0% | -4
CCn1ncc(Br)c1C(=O)Nc1cc(C(=O)OC)ccc1C(=O)OC | -2% | 1% | -3% | -11% | 2% | 1 | 17% | ? | 43%[activator] | -2% | 2
COc1ccccc1N(C(=O)CNC(=O)c1ccco1)C(C(=O)NC1CCCC1)c1ccco1 (stereo not drawn) | 0% | 1% | -1% | -4% | -9% | 2 | -5% | -21% | 8% | 8% | -2
Cc1ccc(S(=O)(=O)O/N=C2/CCCc3occc32)cc1 | 5% | -7% | 7% | 1% | -2% | -9 | -9% | -3% | 3% | 2% | 1
CN(C)S(=O)(=O)c1cccc(C(=O)Nc2ccc(S(=O)(=O)N3CCCC3)cc2)c1 | -2% | -2% | 0% | -12% | -2% | 1 | 10% | 7% | 0% | 12% | 1
CCOc1ccc(NC(=O)/C(C#N)=C/c2cn(CC(=O)O)c3ccccc23)cc1 | ? | 6% | 1% | 0% | -1% | -5 | -5% | ? | 2% | -5% | 19
Cc1ccc(/C=N/n2c(-c3cccc(Cl)c3)n[nH]c2=S)o1 | 3% | ? | -1% | 3% | 4% | -3 | -2% | nt | 0% | 5% | 5
COc1ccc(-c2ccccc2)cc1NCc1ccccc1C | 6% | 10% | 3% | 0% | 25% | 3 | 0% | -20% | -4% | -2% | 3

The closing three records of the section above open the next one.
smiles | MBNL1 CUG block | Chronic BCR inh | USP2a inh | PKM2 act | Mito fusion yeast | KCNH2 WT inh | Eya2 inh | Menin-MLL TR inh | S-ASM inh | GALK inhibitor | TSHR antag
CCOc1ccc(NC(=O)/C(C#N)=C/c2cn(CC(=O)O)c3ccccc23)cc1 | ? | 6% | 1% | 0% | -1% | -5 | -5% | ? | 2% | -5% | 19
Cc1ccc(/C=N/n2c(-c3cccc(Cl)c3)n[nH]c2=S)o1 | 3% | ? | -1% | 3% | 4% | -3 | -2% | nt | 0% | 5% | 5
COc1ccc(-c2ccccc2)cc1NCc1ccccc1C | 6% | 10% | 3% | 0% | 25% | 3 | 0% | -20% | -4% | -2% | 3
CCCC(=O)c1ccc(N2CCCCC2)c(F)c1 | 6% | ? | 4% | 0% | 7% | -2 | 5% | -9% | -1% | 1% | -3
O=C(Cn1c(=O)oc2cc(S(=O)(=O)N3CCCC3)ccc21)Nc1ccccc1Br | -6% | 0% | 4% | 6% | 0% | 5 | 3% | nt | -2% | nt | -11
CCCN(CC(=O)Nc1ccccc1C)C(=O)C1CCN(S(=O)(=O)c2ccccc2C(F)(F)F)CC1 | nt | 1% | 1% | nt | 0% | -3 | -33% | nt | -2% | nt | 8
Cc1ccc(NC(=O)CSc2nc3[nH]ncc3c(=O)[nH]2)cc1 | -10% | ? | 2% | 5% | 5% | 9 | 5% | 1% | 0% | 1% | 9
CC1(C)NC(=O)N(CCOCCOc2ccccc2)C1=O | 3% | 32% | 7% | 0% | -6% | 5 | -5% | 3% | -2% | 0% | -1
Cc1ccc(C)c(SCC(=O)NNC(=O)c2csc(N3CCOCC3)n2)c1 | 5% | 3% | 1% | -4% | -2% | -1 | 1% | nt | 1% | -4% | 20
Cc1cccc(-n2nnnc2SCC(=O)c2cc(C)n(Cc3ccco3)c2C)c1 | 8% | ? | -6% | 5% | 1% | 2 | -8% | ? | 1% | 8% | -3
